Screening results deposited in PubChem BioAssay by National Center for Advancing Translational Sciences (NCATS).
PGK inhibitor – T. brucei PGK inhibition; P07378; PGK/GAPDH coupled, Kinase-Glo luminescence, 60 min; Potency, µM (titrated, usually from 57.5 µM), inactives show at the top dose activity change, negative = inhibition, most hits filed as inhibitors; 0.043% of 380,000 active; AID 602233; also: potency is read from the fitted curve at half-maximal effect; % is scaled to controls: 0 for no effect and ±100 for the full control effect; nearly all actives have a fitted effect of over 60% in size
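Luminescent ATP detection (Kinase-Glo Plus) follows a 60-minute room-temperature incubation, with wells lacking PGK as controls. Buffer: 100 mM TEA (pH 7.6), 5 mM MgCl2, 0.01% Tween-20. Coupling enzyme GAPDH (100 nM final) supplies unstable 1,3-BPG in-well.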
Anesthetic bind – candidate novel general anesthetic via apoferritin binding. P02791. apoferritin/1-aminoanthracene competitive binding, fluorescence. Potency, µM (highest dose often 77.5 µM), for inactives: at the top dose activity change, negative = displacement, usual class: inhibitors. 0.074% of 350,000 active. AID 485281; also: potency is read from the fitted curve at half-maximal effect; % is scaled to controls: 0 for no effect and ±100 for the full control effect; nearly all actives have a fitted effect of over 20% in size
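Read-out: endpoint 1-AMA fluorescence, excitation 380 nm and emission 535 nm, after compounds sit 10 min at room temperature with 10 uM horse-spleen apoferritin in 50% saturated 1-AMA/PBS. Values come from four-parameter Hill fits.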
Pol eta inh – inhibitors of human DNA polymerase eta. Q9Y253. recombinant Pol eta, fluorescent DNA replication assay. Potency, µM (highest dose often 114 µM), for the others: top-dose activity change, negative = inhibition, hits mostly inhibitors. 1.2% of 390,000 active. AID 588591; also: potency is read from the fitted curve at half-maximal effect; % is scaled to controls: 0 for no effect and ±100 for the full control effect
Target sequence (Q9Y253 whole entry, looked up): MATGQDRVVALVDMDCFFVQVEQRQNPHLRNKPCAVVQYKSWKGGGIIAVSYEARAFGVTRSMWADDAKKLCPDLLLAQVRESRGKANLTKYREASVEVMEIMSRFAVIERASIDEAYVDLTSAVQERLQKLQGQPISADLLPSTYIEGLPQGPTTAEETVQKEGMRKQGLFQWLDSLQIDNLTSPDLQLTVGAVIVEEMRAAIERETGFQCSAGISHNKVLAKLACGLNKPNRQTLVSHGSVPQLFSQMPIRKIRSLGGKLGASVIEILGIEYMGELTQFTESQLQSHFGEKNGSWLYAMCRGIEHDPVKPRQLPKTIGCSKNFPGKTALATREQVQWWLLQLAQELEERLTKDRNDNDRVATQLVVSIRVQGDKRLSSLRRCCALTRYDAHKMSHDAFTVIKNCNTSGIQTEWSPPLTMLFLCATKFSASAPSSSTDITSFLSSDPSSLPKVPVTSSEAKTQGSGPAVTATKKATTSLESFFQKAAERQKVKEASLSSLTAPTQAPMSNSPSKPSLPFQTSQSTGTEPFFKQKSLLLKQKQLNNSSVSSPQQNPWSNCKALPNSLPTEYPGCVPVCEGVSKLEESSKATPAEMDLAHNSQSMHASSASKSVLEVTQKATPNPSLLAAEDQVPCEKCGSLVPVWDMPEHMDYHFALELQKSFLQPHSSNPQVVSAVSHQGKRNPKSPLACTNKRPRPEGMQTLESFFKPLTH
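Pol eta at 10 nM preincubated with compounds 15 min at room temperature; reaction started with fluorescent substrate (50 nM final) and read kinetically at 0 and 10 min.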
Pol iota inh – inhibitors of human DNA polymerase iota; 1% of 390,000 active; AID 588590; Pol iota fluorescent replication assay, 10 min; Potency, µM (series often up to 115 µM), without a hit: at the top dose activity, negative = inhibition, actives largely listed as inhibitors; Q9UNA4; also: potency is read from the fitted curve at half-maximal effect
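Pol iota at 10 nM preincubated 15 min with compounds at room temperature; reaction started with fluorescent substrate, 50 nM final. Fluorescence read kinetically at 0 and 10 min; buffer-only wells as negative control.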
POLB inh – inhibitors of human DNA polymerase beta; P06746; Pol beta primer extension/strand displacement, fluorescence kinetic; 1.3% of 340,000 active; Potency, µM (top dose mostly 114 µM), without a hit: top-dose activity change, negative = inhibition, hits mostly inhibitors; AID 485314; also: potency is read from the fitted curve at half-maximal effect; % is scaled to controls: 0 for no effect and ±100 for the full control effect
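Human Pol beta at 10 nM; strand-displacement substrate 50 nM final. Compound exposure 15 min at room temperature before start, reaction 10 min at room temperature.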
APE1 inh – APE1 (human) endonuclease inhibition; P27695; recombinant APE1, TAMRA/BHQ-2 abasic DNA cleavage fluorescence; Potency, µM (titrated, usually from 65.8 µM), inactives show at the top dose activity change, negative = inhibition, usual class: inhibitors; 0.35% of 350,000 active; AID 2517;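 also: potency is read from the fitted curve at half-maximal effect; plate controls were vehicle for no effect and reference inhibitor for full effect; nearly all actives have a fitted effect of over 55% in size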
Target sequence (P27695 whole entry, looked up): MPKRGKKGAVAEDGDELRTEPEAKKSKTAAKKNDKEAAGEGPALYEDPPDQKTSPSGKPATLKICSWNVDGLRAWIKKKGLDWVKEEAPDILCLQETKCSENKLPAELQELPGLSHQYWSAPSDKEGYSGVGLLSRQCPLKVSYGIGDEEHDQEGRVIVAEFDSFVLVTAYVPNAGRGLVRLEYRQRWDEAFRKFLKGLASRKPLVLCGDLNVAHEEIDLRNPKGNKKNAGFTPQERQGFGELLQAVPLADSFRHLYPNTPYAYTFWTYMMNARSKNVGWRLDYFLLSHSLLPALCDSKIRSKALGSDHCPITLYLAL
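Enzyme (0.75 nM final) and test compound are incubated 15 min at room temperature before adding 50 nM quenched THF abasic-site duplex. Cleavage dequenches TAMRA, followed at 525/598 nm over three reads one minute apart.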
RXFP1 antagonist – blocks the human relaxin receptor RXFP1. Q9HBX9. HEK293-RXFP1, relaxin-stimulated cAMP HTRF, 30 min; stronger effect = lower value. activity change, negative = inhibition, % at 57.5 µM. 0.59% of 350,000 active;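 active = activity change of -60% or lower, but not beyond a set lower limit; inconclusive = change between -60% and -40%, or beyond the set limit; inactive = change above -40%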; also: % is scaled to controls: 0 for no effect and ±100 for the full control effect
POLK inh – inhibitors of human DNA polymerase kappa. Q9UBT6. purified Pol kappa, fluorescent DNA synthesis assay, 10 min. Potency, µM (top dose mostly 107 µM), for inactives: top-dose activity, negative = inhibition, most hits filed as inhibitors. 0.53% of 400,000 active. AID 588579; also: potency is read from the fitted curve at half-maximal effect; % is scaled to controls: 0 for no effect and ±100 for the full control effect
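Activity was followed as the change in fluorescence between reads at 0 and 10 min after starting the reaction with 50 nM substrate. Beforehand, 10 nM polymerase had been preincubated with compound for 15 min at room temperature.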
BLM helicase inh – Bloom syndrome helicase (human) inhibition; P54132; recombinant BLM DNA unwinding, fluorescence dequenching; Potency, µM (highest dose often 56.1 µM), for the others: at the top dose activity change, negative = inhibition, hits mostly inhibitors; 0.2% of 350,000 active;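 also: potency is read from the fitted curve at half-maximal effect; plate controls were vehicle for no effect and no enzyme for full effect; nearly all actives have a fitted effect of over 35% in size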
Starred values were filed as active, the others as inactive; & = joins results of further samples; [ ] = dose if it differs, or a comment. Unless noted, calls follow the shape of the dose curve; as a rule, active = well fitted curve in the direction sought with a large enough effect; inconclusive = small, poorly fitted or top-dose-only effect, or another doubt; inactive = no such curve, though single readings can be large; an effect the other way counts as inactive or inconclusive. Not all compounds are listed (hit frequency here may not be typical).

Results for COc1ccc(NC(=O)CN2C(=O)COc3ccc(C)cc32)cc1 ?
PGK inhibitor: inactive; Anesthetic bind: -8%; Pol eta inh: 0%; Pol iota inh: 43%[activator]; POLB inh: -11%; APE1 inh: 5%; RXFP1 antagonist: 1; POLK inh: 16%; BLM helicase inh: -2%

How did CCNC(=O)n1nccc1C(C)Oc1ccccc1 (stereo not drawn) do in these assays?
PGK inhibitor: -6%; Anesthetic bind: inconclusive; Pol eta inh: -5%; Pol iota inh: 23%; POLB inh: 1%; APE1 inh: -5%; RXFP1 antagonist: -10; POLK inh: 2%; BLM helicase inh: 0%

Results for COC(C[C@@H]1O[C@@H]1[C@@H](O)[C@H](C)OCc1ccccc1)OC ?
PGK inhibitor: -7%; Anesthetic bind: 0%; Pol eta inh: -12%; Pol iota inh: 11%; POLB inh: -1%; APE1 inh: 4%; POLK inh: 10%; BLM helicase inh: 0%

What do the screens show for `O=C(NCCc1c[nH]c2ccccc12)C(=O)Nc1ccccc1`?
PGK inhibitor: -8%; Anesthetic bind: 1%; Pol eta inh: -9%; Pol iota inh: -14%; POLB inh: -12%; APE1 inh: -8%; RXFP1 antagonist: -12; POLK inh: -10%; BLM helicase inh: 0%

What do the screens show for `O=C1CC(C(=O)Nc2ccc(F)c(Cl)c2)N=C(N2CCCCC2)N1` (stereo not drawn)?
PGK inhibitor: -8%; Anesthetic bind: -3%; Pol eta inh: -7%; Pol iota inh: -1%; POLB inh: -2%; APE1 inh: 0%; RXFP1 antagonist: -9; POLK inh: 1%; BLM helicase inh: -1%

How did COc1ccc(OC)c(C2C3=C(CCCC3=O)Nc3c2c(=O)n(C)c(=O)n3C)c1 (stereo not drawn) do in these assays?
PGK inhibitor: -5%; Anesthetic bind: 2%; Pol eta inh: -7%; Pol iota inh: 10%; POLB inh: 5%; APE1 inh: -1%; RXFP1 antagonist: 20; POLK inh: -15%; BLM helicase inh: -4%

How did Cc1cc(C)nc(N2CCC(C(=O)NCc3cccc(C(F)(F)F)c3)CC2)n1 do in these assays?
PGK inhibitor: -9%; Anesthetic bind: -2%; Pol eta inh: -10%; Pol iota inh: 2%; POLB inh: 3%; APE1 inh: -5%; RXFP1 antagonist: -3; POLK inh: -1%; BLM helicase inh: 0%

Results for COC(=O)[C@H](CCSC)NC(=O)NCCc1ccccc1F ?
PGK inhibitor: -4%; Anesthetic bind: -10%; Pol eta inh: -15%; Pol iota inh: -1%[58.9 µM]; POLB inh: -22%; APE1 inh: 3%; RXFP1 antagonist: 16; POLK inh: -5%; BLM helicase inh: -1%

What do the screens show for `COc1ccccc1NC(=O)c1cc(C2CC2)nc2c1c(C)nn2-c1ccc(C)cc1`?
PGK inhibitor: inactive; Anesthetic bind: -10%; Pol eta inh: -11%; Pol iota inh: inconclusive; POLB inh: 22%; RXFP1 antagonist: -2; POLK inh: 3%; BLM helicase inh: 3%

How did COc1ccc(C2NC(=O)NC(C)=C2[N+](=O)[O-])cc1OC (stereo not drawn) do in these assays?
PGK inhibitor: -2%; Anesthetic bind: 0%; Pol eta inh: -30%; Pol iota inh: -5%; POLB inh: 4%; APE1 inh: 19%; RXFP1 antagonist: 3; POLK inh: -15%; BLM helicase inh: -7%

How did CCOC(=O)NC(=O)COC(=O)CNC(=O)c1ccc(OCC)c(OCC)c1 do in these assays?
PGK inhibitor: 1%; Anesthetic bind: 5%; Pol eta inh: -7%; Pol iota inh: 149%[activator]; POLB inh: 3%; APE1 inh: 0%; RXFP1 antagonist: -2; POLK inh: 1%; BLM helicase inh: 1%

Results for CCN(CC)c1ccc(NC(=O)Cn2c3ncccc3c(=O)n2-c2ccccc2)c(C)c1 ?
PGK inhibitor: -9%; Anesthetic bind: -8%; Pol eta inh: -20%; Pol iota inh: 25%; POLB inh: 6%; RXFP1 antagonist: 8; POLK inh: -6%; BLM helicase inh: -1%

Results for COc1cc(OC)c2c(=O)c(OC)c(-c3ccc(OC)c(OC)c3)oc2c1 ?
PGK inhibitor: 5%; Anesthetic bind: -17%&26%; Pol eta inh: -14%; Pol iota inh: -17%; POLB inh: -21%; APE1 inh: -3%&0%; POLK inh: -6%[60.1 µM]; BLM helicase inh: -8%&22%

What do the screens show for `CCOC(=O)/C(C#N)=C/Nc1ccsc1C(=O)OC`?
PGK inhibitor: 2%; Anesthetic bind: 0%; Pol eta inh: -3%; Pol iota inh: 31%[activator]; POLB inh: -1%; APE1 inh: 0%; RXFP1 antagonist: -17; POLK inh: -17%; BLM helicase inh: -4%

How did O=C(NC1CCCC1)C(c1cccs1)N(C(=O)c1ccco1)c1ccc2c(c1)OCCO2 (stereo not drawn) do in these assays?
PGK inhibitor: 10%; Anesthetic bind: -11%; Pol eta inh: -18%; Pol iota inh: 11%; POLB inh: -12%; APE1 inh: -1%; RXFP1 antagonist: -9; POLK inh: -12%; BLM helicase inh: -2%

What do the screens show for `COc1cc(OC)c(OC)cc1CNC(=O)c1cccc(S(=O)(=O)N2CCc3ccccc3C2)c1`?
PGK inhibitor: -8%; Pol eta inh: -17%; Pol iota inh: 14%; APE1 inh: -1%; RXFP1 antagonist: -8; POLK inh: -16%

Results for FC(F)(F)c1ccc(-c2noc(CN3CCCN(C4CCCCC4)CC3)n2)cc1 ?
PGK inhibitor: 4%; Anesthetic bind: -12%; Pol eta inh: -10%; Pol iota inh: 46%[activator]; POLB inh: -1%; APE1 inh: 1%; RXFP1 antagonist: -2; POLK inh: -3%; BLM helicase inh: -3%

Results for O=C(Cc1ccc(Cl)cc1)NCCS(=O)(=O)N1CCN(c2ccccc2F)CC1 ?
PGK inhibitor: 4%; Pol eta inh: -4%; Pol iota inh: 5%; APE1 inh: -18%; RXFP1 antagonist: -16; POLK inh: -10%

How did COc1ccccc1NC(=O)CSc1nn2c(=O)c(C)nnc2s1 do in these assays?
PGK inhibitor: 2%; Anesthetic bind: -9%; Pol eta inh: 6%; Pol iota inh: -1%; POLB inh: -7%; APE1 inh: 21%; RXFP1 antagonist: 0; POLK inh: -7%; BLM helicase inh: 0%

Results for COc1ccc(C2CC(=O)c3cnc(NC(=O)c4ccccc4)nc3C2)cc1OC (stereo not drawn) ?
PGK inhibitor: 2%; Anesthetic bind: -7%; Pol eta inh: -4%; Pol iota inh: -15%; POLB inh: 14%; APE1 inh: 3%; POLK inh: 16%; BLM helicase inh: -3%

What do the screens show for `CCNc1ccc(-c2nc(-c3ccccn3)no2)cc1[N+](=O)[O-]`?
PGK inhibitor: inactive; Anesthetic bind: -1%; Pol eta inh: 0%; Pol iota inh: -20%; POLB inh: -4%; POLK inh: 0%; BLM helicase inh: -1%

How did COC(=O)C1=C(NC(=O)c2cccs2)CCS1 do in these assays?
Anesthetic bind: -6%; POLB inh: inconclusive; APE1 inh: 1%; BLM helicase inh: -1%

How did COc1ccc(C2=NOC(CNC(N)=S)C2)cc1 (stereo not drawn) do in these assays?
PGK inhibitor: inactive; Anesthetic bind: -3%; Pol eta inh: -1%; Pol iota inh: 12%; POLB inh: 3%; APE1 inh: 13%; RXFP1 antagonist: 11; POLK inh: 6%; BLM helicase inh: -9%

What do the screens show for `Cc1ccc(-c2csc(N(CC3CCCO3)C(=O)c3ccco3)n2)cc1` (stereo not drawn)?
PGK inhibitor: 6%; Anesthetic bind: 1%; Pol eta inh: -6%; Pol iota inh: 16%; POLB inh: -1%; APE1 inh: -10%; RXFP1 antagonist: -3; POLK inh: -4%[60.1 µM]; BLM helicase inh: -3%

How did COC(=O)C1=CN(c2ccc(OC)cc2)C=C(C(=O)OC)C1c1cccc(F)c1 do in these assays?
PGK inhibitor: -5%; Anesthetic bind: -3%; Pol eta inh: -13%; Pol iota inh: 6%; POLB inh: 19%; APE1 inh: 10%; RXFP1 antagonist: -3; POLK inh: -6%; BLM helicase inh: -10%

Results for Cc1c(NC(=O)C2CCN(S(=O)(=O)c3ccccc3)CC2)c(=O)n(-c2ccccc2)n1C ?
PGK inhibitor: -5%; Anesthetic bind: -4%; Pol eta inh: 0%; Pol iota inh: 0%; POLB inh: 10%; APE1 inh: -2%; RXFP1 antagonist: -20; POLK inh: -6%; BLM helicase inh: 1%

How did CN(C)c1ccc(CNC(=O)CN(C)S(=O)(=O)c2cccc3cccnc23)cc1 do in these assays?
PGK inhibitor: 0%; Anesthetic bind: -17%; Pol eta inh: 9%; Pol iota inh: -17%; POLB inh: -1%; APE1 inh: -9%; POLK inh: -4%; BLM helicase inh: -9%

Results for O=C(NCC(c1cccnc1)N1CCOCC1)Nc1ccccc1 (stereo not drawn) ?
PGK inhibitor: -5%; Anesthetic bind: -8%; Pol eta inh: 3%; Pol iota inh: 4%; POLB inh: 12%; APE1 inh: 7%; RXFP1 antagonist: 9; POLK inh: -5%; BLM helicase inh: 1%

Results for Cc1ccc2c(c1)N(C(=O)CCC(=O)NCc1cccc(F)c1)CC(C)O2 (stereo not drawn) ?
PGK inhibitor: inactive; Anesthetic bind: -9%; Pol eta inh: -7%; Pol iota inh: -6%; POLB inh: 1%; RXFP1 antagonist: -15; POLK inh: -14%; BLM helicase inh: 3%

Results for COC(=O)c1c(C)[nH]c(C(=O)CN2C(=O)C3CC=CCC3C2=O)c1C (stereo not drawn) ?
PGK inhibitor: -1%; Pol eta inh: -19%; Pol iota inh: 8%; APE1 inh: 8%; RXFP1 antagonist: 1; POLK inh: -15%

What do the screens show for `CCC1CN(C(=O)Nc2ccc(C)c(F)c2)c2ccccc2S1` (stereo not drawn)?
PGK inhibitor: -5%; Anesthetic bind: 5%; Pol eta inh: -15%; Pol iota inh: 1%; POLB inh: 20%; RXFP1 antagonist: -4; POLK inh: -9%; BLM helicase inh: -5%
